TNF death inh: inhibitors of TNF-alpha triggered necroptosis, primary screen, cell-based, Jurkat FADD-/-, single concentration | Jurkat FADD-/- TNF necroptosis rescue, ATP luminescence, 24 h; 0 = TNF only, 100 = no-TNF cells | activation (protection from cell death), % at 10 µM | 220,000 compounds, 0.068% hits | AID 463075, 2010;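 active = activation, meaning protection from cell death, of at least 50% relative to plate controls; inactive = activation below 50%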;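 note: necroptosis triggered by 40 ng/mL TNF-alpha added together with compound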
MDM2 E3 inh: MDM2-luciferase reporter signal enhancers, primary screen, MDM2 E3 ligase inhibitor project, cell-based, luminescence, 1536-well. 210,000 compounds, 0.11% hits. signal enhancement, % at 5 µM. cell-based MDM2 ubiquitination luciferase reporter, 2 h; 0 = plate control, 100 = twice control, blank-subtracted. E3 ubiquitin-protein ligase Mdm2 (Homo sapiens), Q00987;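 active = signal enhancement of 30% or more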;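 note: luminescence tracks abundance of the self-degrading MDM2-luciferase fusion protein; higher signal means inhibition of MDM2 E3 ligase activity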
Target sequence (Q00987 whole entry, looked up, the tested form may be a part): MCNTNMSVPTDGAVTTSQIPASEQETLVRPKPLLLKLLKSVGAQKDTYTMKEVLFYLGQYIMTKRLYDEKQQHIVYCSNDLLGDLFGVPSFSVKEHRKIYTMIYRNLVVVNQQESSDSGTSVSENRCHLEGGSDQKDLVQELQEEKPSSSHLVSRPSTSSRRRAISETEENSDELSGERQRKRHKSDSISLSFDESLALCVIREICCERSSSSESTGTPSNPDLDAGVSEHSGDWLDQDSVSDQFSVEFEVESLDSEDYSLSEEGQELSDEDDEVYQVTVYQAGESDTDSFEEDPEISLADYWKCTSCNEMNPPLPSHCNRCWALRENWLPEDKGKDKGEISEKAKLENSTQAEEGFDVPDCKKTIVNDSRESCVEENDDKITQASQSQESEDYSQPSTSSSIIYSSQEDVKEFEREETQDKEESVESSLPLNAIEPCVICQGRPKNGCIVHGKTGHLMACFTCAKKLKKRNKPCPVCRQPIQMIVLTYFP
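Material: Stable MDM2–luciferase fusion reporter cells | Amount: 2000 cells seeded into each well | Dosing: One concentration, 5 µM, with 0.2% DMSO | Incubation: 4 h cell settling then 2 h compound exposure, 37 °C | Measured by: Luciferase luminescence | Read-out basis: % enhancement relative to plate controls after blank subtraction | Benchmarks: Control and blank well means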
p47phox inh: p47phox/p22phox peptide binding inhibitors, primary screen, biochemical, uHTS, NADPH oxidase regulatory subunit; AID 1274, 2008; fluorescence polarization, 2 h; inhibition, % at 24.7 µM; 220,000 compounds, 0.53% hits; Neutrophil cytosol factor 1 (Homo sapiens), P14598;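 active = inhibition above about 30%, limit read from the data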;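 note: 0% = p47phox with labelled peptide and 100% = labelled peptide alone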
zfTRPN1 agonist: zebrafish TRPN1 channel agonists, primary screen, cell-based, HEK293, calcium fluorescence. transient receptor potential cation channel N1 (TRPN1/NompC), Danio rerio. HEK293 zebrafish TRPN1-YFP, Fluo-8 calcium fluorescence; 100% = response to 87 µM carbachol. activation, % at 3 µM. 220,000 compounds, 0.18% hits;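 active = activation above its plate's cutoff, the mean activation of test wells on that plate plus 3 SD, cut at about 19% in these data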;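 note: 0% = DMSO alone and 100% = 87 µM carbachol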
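System: zebrafish TRPN1-YFP in HEK293 cells / Dosing: 3 µM single point / Timing: dye loading 1 h at 37 °C, then 30 min room temperature / Signal: Fluo-8 calcium fluorescence, excitation 470-495 nm, emission 515-575 nm / Read-out basis: percent activation from peak over basal fluorescence ratio, control-normalized / Control set: high carbachol 87 µM, low DMSO alone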
EBV gp42 inh: Epstein-Barr virus gp42 inhibitors, primary screen, biochemical, uHTS, fluorescence polarization; Glycoprotein 42 (Epstein-Barr virus (strain AG876)), Q1HVG2; Fluorescence polarization binding assay, mP read-out; inhibition, % (tested at 21.74 µM); 220,000 compounds, 0.42% hits; AID 1085, 2008; in the data active = inhibition above about 50%
CHOP inh: inhibitors of CHOP promoter induction, primary screen, cell-based, unfolded protein response, luciferase reporter; 220,000 compounds, 3.8% hits; inhibition, % at 10 µM; CHO-K1 CHOP-promoter luciferase, tunicamycin-induced, 15-18 h; AID 2732, 2010;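 active = compounds that reduced the stress-induced luciferase reporter signal by more than about 70% of percent inhibition, limit read from the data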;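 note: 0% = tunicamycin plus vehicle and 100% = wells without tunicamycin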
PPC-1+TRAIL kill: compounds killing PPC-1 cancer cells with TRAIL present, primary screen, TRAIL potentiator project, ATPLite luminescence, uHTS. PPC-1 cells + TRAIL, ATPLite viability luminescence. cell killing (% activity), % at 4 µM. 220,000 compounds, 0.41% hits. AID 1443, 2008;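 active = cell killing above 50% in the first pass at 4 µM, then a duplicate retest at 5 µM averaging 50% or more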;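 note: plate controls were cells with TRAIL plus DMSO for no effect and medium-only wells lacking cells for full effect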
Runt-SMMHC FRET: inhibitors of RUNX1 Runt–CBFb-SMMHC binding, primary screen, biochemical, FRET, Cerulean-Runt, Venus-CBFb-SMMHC, uHTS | Runt-related transcription factor 1 (Homo sapiens) + Core-binding factor subunit beta … | Cerulean-Runt/Venus-CBFb-SMMHC FRET ratio 530/480, 1 h | inhibition, % at 20 µM | 220,000 compounds, 0.74% hits;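 active = mean inhibition across duplicate retests at 20 µM reaching about 50%, limit read from the data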;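 note: 0% = DMSO wells and 100% = wells with excess untagged CBFb-SMMHC; inhibitors lower the FRET ratio by blocking Runt binding to CBFb-SMMHC; some results filed as inactive read as strong as hits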
TRPML3 ag: human TRPML3 channel agonists, primary screen, cell-based, HEK293 TRPML3-YFP, Fluo-8 calcium fluorescence, 3 µM; 100% = the carbachol control signal; AID 1448, 2008; 220,000 compounds, 0.29% hits; Mucolipin-3 (Homo sapiens), Q8TDD5; activation, % at 3 µM;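 active = activation above its plate's cutoff, the mean activation of the plate's test wells plus 3 SD, cut at about 12% in these data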;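 note: 0% = DMSO only wells and 100% = carbachol wells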
Target sequence (Q8TDD5 whole entry, looked up): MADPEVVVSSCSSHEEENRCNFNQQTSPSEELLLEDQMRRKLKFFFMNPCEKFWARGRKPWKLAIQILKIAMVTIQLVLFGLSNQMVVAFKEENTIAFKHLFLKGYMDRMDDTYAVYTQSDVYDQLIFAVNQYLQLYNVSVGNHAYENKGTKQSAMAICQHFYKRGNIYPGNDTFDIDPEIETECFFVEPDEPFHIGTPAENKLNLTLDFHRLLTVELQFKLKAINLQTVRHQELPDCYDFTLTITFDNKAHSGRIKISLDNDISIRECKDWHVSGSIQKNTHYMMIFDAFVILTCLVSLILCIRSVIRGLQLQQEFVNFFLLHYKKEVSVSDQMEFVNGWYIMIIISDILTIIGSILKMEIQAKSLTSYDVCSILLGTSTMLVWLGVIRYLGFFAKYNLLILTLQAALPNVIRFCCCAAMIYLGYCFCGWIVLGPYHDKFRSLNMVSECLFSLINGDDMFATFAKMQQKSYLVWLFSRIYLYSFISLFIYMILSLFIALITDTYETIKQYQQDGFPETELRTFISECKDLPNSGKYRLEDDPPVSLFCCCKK
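Material: TRPML3-YFP stable HEK293 cells | Dosing: One concentration, 3 µM nominal, 0.3% DMSO | Timing: 125 s total fluorescence read per well | Technique: Fluo-8 calcium dye fluorescence, ex 470-495, em 515-575 nm | Measure: Percent activation from peak-to-basal fluorescence ratio, scaled between DMSO and carbachol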
* = called active by the depositor; / = no result given.

SMILES	TNF death inh	MDM2 E3 inh	p47phox inh	zfTRPN1 agonist	EBV gp42 inh	CHOP inh	PPC-1+TRAIL kill	Runt-SMMHC FRET	TRPML3 ag
O=C(N/N=C/c1ccc[nH]1)c1cccnc1	-2.2	-20	-4	-0.2	-13	-25	5	-6	1.3
CCN1c2ccc(S(=O)(=O)N3CCOCC3)cc2N(Cc2ccc(OC)cc2)C1C (centres undefined)	0.6	-1	-102	-3.0	-34	8	21	0	-0.2
COc1cccc(OC)c1C(=O)NNC(=O)c1cccc(COc2ccc3c(c2)CCC3)c1	-2.9	31*	-11	0.1	23	62	18	-3	-0.4
CCN1CCCC1CNCc1cccc(OC)c1OCc1ccccc1F (centres undefined)	-0.8	-25	-4	1.0	18	-14	-6	-4	-0.1
CCC(C)NC(=O)COc1ccc(S(=O)(=O)N2CCOCC2)cc1 (centres undefined)	-0.9	11	-11	0.7	-14	-6	2	1	0.3
CCCc1cc(=O)oc2cc(OCC(=O)Nc3ccc4c(c3)OCCO4)ccc12	0.3	-4	4	-0.4	2	23	-1	3	0.8
Cc1nc2ccccn2c1P(=O)(N1CCCCC1)N1CCCCC1	-0.2	-1	3	0.4	-12	-21	11	-2	0.3
N=C(N)c1ccc(O)cc1	0.0	-23	-4	0.4	-14	-2	-2	0	0.8
COc1ccccc1/C=N/NC(=O)CNC(=O)c1ccc(S(=O)(=O)N(C)C)cc1	0.8	-9	-7	0.8	-11	3	18	-1	0.6
O=C(Nc1ccc(Cl)c(Cl)c1)Nc1ccc(Br)cc1F	2.7	-3	-20	1.3	5	101*	-5	-1	1.0
Cc1ccc(C)n1-c1cccc(NC(=O)c2ccccc2)c1	-1.0	-5	-32	0.2	6	-14	22	4	0.0
CN(CC(=O)NCCN1CCCCCC1)S(=O)(=O)c1cccc2nsnc12	0.3	-7	-12	0.0	-8	-14	11	1	0.2
CN1CCCC(OC(=O)c2cc(Br)ccc2Cl)C1 (centres undefined)	3.1	-24	22	-1.0	-23	4	24	-1	0.7
Cc1[nH]c2ccccc2c1C(=O)C(=O)N1CCN(C(=O)c2ccco2)CC1	1.0	-5	3	-0.3	-12	-29	4	4	1.0
Cc1ccc(Nc2c([N+](=O)[O-])c(=O)oc3ccccc23)cc1C	-0.4	11	-7	-1.9	-16	21	1	-2	-0.6
Cc1ccc(S(=O)(=O)NC2(C(F)(F)F)C(=O)Nc3c2c(=O)n(C)c(=O)n3C)cc1 (centres undefined)	1.3	5	-6	-0.1	0	30	-13	-4	0.3
CCCN(CCC)C(=O)CSc1nc2ccsc2c(=O)n1NC(=O)c1ccccc1	-0.8	-18	-7	2.3	9	18	5	2	1.0
COc1ccc(Oc2nc3c(c(=O)n(C)c(=O)n3C)n2Cc2cccc(OC)c2)cc1	-0.6	-8	/	-0.3	/	/	10	-3	0.6
Cc1ccccc1N1CCN(Cc2cccc(C(=O)O)c2)CC1	0.3	-1	-15	0.6	-15	17	0	3	0.2
O=C(C1CCC(CNS(=O)(=O)c2cccc3nsnc23)CC1)N1CCN(c2ccccn2)CC1 (centres undefined)	0.7	-19	-4	3.1	-12	5	18	0	0.6
CCCOn1c(OCC(C)C)nc2ccccc2c1=O	0.3	-7	-8	0.6	-9	73*	-2	-4	-0.8
Cc1ccccc1N1C(S)=C(C#N)C(=O)NC1c1cccs1 (centres undefined)	0.0	-10	-5	0.3	-14	-15	13	-5	0.5
CC(C)(CC(=O)O)CC(=O)NNc1ncccc1C#N	0.5	-3	0	2.0	-8	10	9	1	-0.3
Cn1c(/C(C#N)=C(\O)c2ccc(S(=O)(=O)N3CCCCC3)cc2)nc2ccccc21	-2.8	-1	0	1.2	-26	-58	-2	-5	1.1
COc1cc(C2SCC(=O)N2CCCN(C)C)cc(OC)c1OC (centres undefined)	0.2	-12	-7	0.9	-7	28	11	-8	0.6
O=C(N/N=C/c1c[nH]c2ccc(Br)cc12)c1ccn(Cc2ccc(Cl)cc2Cl)n1	-15	-5	-20	1.5	-10	33	0	-4	0.9
CCOC(=O)N1CCC(N2Cc3cccc(C(=O)Nc4ccc(OC)c(OC)c4)c3C2=O)CC1	-8.6	-12	-12	0.4	-14	4	-6	1	0.2
COC(CNc1ccc([N+](=O)[O-])c(NCC(OC)OC)c1C#N)OC	-0.6	-8	1	0.4	-11	-6	-22	1	0.8
COc1ccc(N(CC(=O)NC2CCCCC2)C(=O)CNC(=O)c2ccco2)c(OC)c1	0.2	-4	-8	1.6	-23	-3	20	-1	1.0
COC(=O)NNC(=O)Cc1cccc2ccccc12	1.6	-2	-8	0.7	-22	10	17	-1	0.4
CCS(=O)(=O)N1CCC(NC(=O)C2CCCCC2)CC1	-2.0	22	-3	-0.6	-11	7	12	-8	1.1
CCCC(CCC)n1[nH]c(=O)c2c(C)cc(C)nc21	-0.5	-84	-6	-2.3	-10	-23	8	-3	-0.1
O=C(NC1CCS(=O)(=O)C1)c1cccc(S(=O)(=O)N2CCCC2)c1 (centres undefined)	0.1	-6	-5	-1.0	-12	3	19	1	1.7
CSc1nc2ccccc2n1CC(=O)Nc1c(C)n(C)n(-c2ccccc2)c1=O	-2.3	-24	-3	0.1	-9	8	11	-1	1.2
COc1ccc(C(=O)NCc2nnc(SCC(=O)Nc3nnc(C)s3)o2)cc1OC	-0.5	-14	1	0.1	-16	-8	-10	-1	0.8
CCc1c(C#N)c(SCCC(=O)Nc2ccc(OC)cc2)nc2c1C(=O)CC(C)(C)C2	4.7	-23	-1	-1.1	-7	56	17	-1	0.5
CC(=O)c1cnn(-c2ccccc2)c1C	1.6	-10	-1	1.0	-13	20	-8	1	0.5
CC(=O)NC1=NN(C(C)=O)C(C)(CS(=O)(=O)c2ccc(Cl)cc2)S1 (centres undefined)	0.5	-4	3	-0.5	-8	19	19	0	0.3
Cc1ccc2cc(C3CC(c4ccco4)=NN3S(=O)(=O)c3ccccc3)c(Cl)nc2c1 (centres undefined)	4.7	5	-211	0.9	-37	11	11	-3	0.0
Cn1cc(-c2nnnn2-c2cccc(C(F)(F)F)c2)c(C(F)(F)F)n1	-3.9	-6	-1	0.6	-8	21	1	0	0.3
O=C(OCC(=O)c1cccs1)c1ccccc1	1.4	-8	-19	0.1	-15	7	8	2	0.4
COc1cccc(-c2cc(C(=O)NCc3ccc(Cl)cc3)no2)c1	1.1	5	-10	0.6	-8	49	-2	5	0.9
O=C(Nc1nc2ccccc2s1)C1CC(=O)N(c2ccc(F)cc2)C1 (centres undefined)	2.1	-2	-12	3.1	2	51	6	2	1.2
COc1ccc(CN2CCNC(=O)C2CC(=O)N2CCCCO2)c(OC)c1 (centres undefined)	0.5	-2	-10	1.1	-15	-3	19	-6	0.6
CC1(C)COC(Cn2c3ccccc3c3ccccc32)O1 (centres undefined)	1.2	0	-5	-2.1	-4	-8	9	-3	-1.1
Cc1c(CCC(=O)O)c(=O)oc2cc3occ(-c4ccccc4)c3cc12	2.9	-17	-3	0.8	-7	37	-6	-3	0.6
CCN1CCN(C(=O)NC2CC(=O)N(c3ccc(OC)cc3)C2)CC1 (centres undefined)	1.1	1	-6	0.1	-15	-17	3	1	0.6
Cc1oc(/N=C/c2ccc(Cl)cc2)c(C#N)c1C	-0.1	-5	-15	-0.5	-8	14	18	1	1.2
CN1CCN(C(=O)CSc2ccc(C(F)(F)F)cc2[N+](=O)[O-])CC1	1.7	-11	-3	-0.2	20	-37	37	5	0.3
Cc1ccc(CNC(=O)[C@H](C)[C@H]2C[C@]2(C)[C@H](NC(=O)OCc2ccccc2)c2ccccc2)o1	0.9	/	-8	-2.1	-8	33	9	-6	-1.1

With a hit mark in CHOP inh, among the entries above:
SMILES,p47phox inh,EBV gp42 inh,CHOP inh,Runt-SMMHC FRET,TRPML3 ag
O=C(Nc1ccc(Cl)c(Cl)c1)Nc1ccc(Br)cc1F,-20,5,101*,-1,1.0
CCCOn1c(OCC(C)C)nc2ccccc2c1=O,-8,-9,73*,-4,-0.8

(further entries)
SMILES	TNF death inh	MDM2 E3 inh	p47phox inh	zfTRPN1 agonist	EBV gp42 inh	CHOP inh	PPC-1+TRAIL kill	Runt-SMMHC FRET	TRPML3 ag
C/C=C(\C)C(=O)NCCN1C2=NC[C@@H](Cc3ccccc3)N2C[C@H]1Cc1ccc(O)cc1	-0.3	/	-8	-2.0	-5	4	12	0	-0.2
O=S1(=O)N=C2CCCCCN2C(c2ccc(Br)cc2)N1 (centres undefined)	0.9	-4	-6	2.0	-3	4	9	-3	1.0
Cc1ccc(N2CCN(C(=O)c3cccc([N+](=O)[O-])c3)CC2)cc1Cl	-2.5	1	0	-0.1	3	48	-4	0	-0.1
CC(C)C(=O)Nc1cccc(C(=O)Nc2cc([N+](=O)[O-])ccc2F)c1	3.5	-13	0	1.6	11	4	-8	0	0.5
O=C(NCc1n[nH]c(=S)n1Cc1ccccc1)c1ccccc1	-0.8	7	-8	1.5	-8	-11	-28	2	0.2
CSCCC(NC(N)=O)C(=O)Nc1cccc(S(=O)(=O)N2CCOCC2)c1 (centres undefined)	-0.2	-10	-6	0.8	-9	-9	20	2	-0.7
COC(=O)c1nn(-c2ccccc2)c2nnc(Cc3ccc(C)cc3)c(=O)n12	0.5	7	-21	0.2	-7	17	10	-2	0.2
CCc1ccc(C2CC(c3ccc(Cl)cc3)n3nc(N)nc3N2)cc1 (centres undefined)	0.3	5	-6	1.6	-2	12	6	-2	1.7
c1ccc(CN2CCC(Nc3nc(-c4cccs4)nc4ccccc34)CC2)cc1	9.9	-9	-30	4.9	17	75*	2	0	1.3

High-throughput results as filed in PubChem.
